Screening results deposited in PubChem by Sanford-Burnham Center for Chemical Genomics.
NR3A LBD binder = modulates the human NR3A ligand-binding domain | NR3A LBD differential scanning fluorimetry, Tm shift; 0% = protein alone, 100% = glycine-bound protein | Tm shift relative to glycine control, % at 25 µM | 340,000 tested, 2.5% active | AID 1259313;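 active = melting temperature shift of at least 10% of the positive control shift, at one fixed dose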
Mdm2 MdmX PPI = disrupts the human Mdm2-MdmX interaction | 330,000 tested, 3% active | SaOS-2 split-luciferase Mdm2/MdmX complementation, luminescence | O15151+Q00987 | inhibition, % at 8 µM;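 active = inhibition of at least 50% at 8 µM in the primary screen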
Target sequence (O15151 whole entry, looked up): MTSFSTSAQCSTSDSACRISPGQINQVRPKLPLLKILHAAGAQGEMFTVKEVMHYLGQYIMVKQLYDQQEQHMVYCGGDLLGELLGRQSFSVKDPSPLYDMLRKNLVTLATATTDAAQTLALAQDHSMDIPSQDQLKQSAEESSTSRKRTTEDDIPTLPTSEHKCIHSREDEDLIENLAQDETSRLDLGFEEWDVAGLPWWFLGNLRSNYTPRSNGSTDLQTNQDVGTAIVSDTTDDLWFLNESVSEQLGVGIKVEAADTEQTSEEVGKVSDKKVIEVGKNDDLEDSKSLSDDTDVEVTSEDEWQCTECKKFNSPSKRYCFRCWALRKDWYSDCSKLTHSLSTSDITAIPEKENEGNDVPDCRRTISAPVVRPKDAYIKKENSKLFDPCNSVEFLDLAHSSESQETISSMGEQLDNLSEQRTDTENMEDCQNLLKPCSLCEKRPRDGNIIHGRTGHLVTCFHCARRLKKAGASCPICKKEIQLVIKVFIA
Target sequence (Q00987 whole entry, looked up): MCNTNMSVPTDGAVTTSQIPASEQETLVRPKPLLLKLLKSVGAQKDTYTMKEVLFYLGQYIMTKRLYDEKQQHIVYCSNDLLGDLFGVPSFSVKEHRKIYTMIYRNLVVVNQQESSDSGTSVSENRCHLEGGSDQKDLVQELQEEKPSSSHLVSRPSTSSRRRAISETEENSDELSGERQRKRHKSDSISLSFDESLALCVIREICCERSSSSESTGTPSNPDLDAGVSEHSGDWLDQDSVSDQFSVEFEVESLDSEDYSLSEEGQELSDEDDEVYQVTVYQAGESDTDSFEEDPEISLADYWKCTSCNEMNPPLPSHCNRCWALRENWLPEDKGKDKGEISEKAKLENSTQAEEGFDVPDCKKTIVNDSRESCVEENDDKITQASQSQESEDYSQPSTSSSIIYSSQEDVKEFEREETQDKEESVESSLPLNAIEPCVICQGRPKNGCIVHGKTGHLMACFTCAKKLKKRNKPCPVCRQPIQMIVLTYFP
tim10-1 inh = tim10-1 yeast growth inhibition; S. cerevisiae tim10-1 ts strain growth, BacTiter-Glo, 24 h; inhibition, % at 20 µM; 330,000 tested, 2.2% active; AID 463190;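 active = inhibition of at least 40%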;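 note: mutant grown at 25 °C; 0% = DMSO wells with yeast and 100% = wells holding no yeast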
XBP1 UPR activ = activators of adaptive arm of unfolded protein response (XBP1); CHO-XBP1 luciferase reporter, IRE1-XBP1 UPR activation, luminescence; percent of tunicamycin response, DMSO as zero; activation, % at 20 µM; 330,000 tested, 0.33% active;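 active = versus positive control, 20 µM dose yields 30% or more activation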;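 note: 100% = tunicamycin at 10 µg/mL and 0% = DMSO only wells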
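Material: CHO cell line with stable XBP1 luciferase reporter; schedule: 16-18 h cell attachment at 37 °C, then 6 h compound exposure; signal: glow luminescence from Steady-Glo reagent; medium: serum-containing F12 medium, 10% FBS; benchmarks: tunicamycin 10 µg/mL and vehicle-only wells; read-out: percent activation relative to tunicamycin reference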
tim23-1 inh = growth inhibitors of tim23-1 mutant yeast; S. cerevisiae tim23-1 growth, BacTiter-Glo luminescence, 24 h; inhibition, % at 20 µM; 330,000 tested, 1.3% active; AID 463212;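 active = growth inhibition of the mutant yeast at or above 50%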;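 note: temperature-sensitive mutant grown at 25 °C; plate controls were DMSO-treated mutant yeast for no effect and medium wells lacking yeast for full effect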
APJ ag = agonists of human APJ apelin receptor; P35414; activation, % at 20 µM; 330,000 tested, 0.11% active; CHO-K1 APJ PathHunter beta-arrestin, luminescence; 0% DMSO wells, 100% apelin; AID 2520;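 active = activation more than six SD over the plate average, tested at 20 µM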;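 note: 0% = DMSO alone and 100% = apelin-13 at 10 nM; some results filed as inactive read as strong as hits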
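Assay system: CHO-K1 cells stably expressing ProLink-tagged human APJ and arrestin–beta-gal acceptor. Compound dosing: 20 µM single point, 1% DMSO. Times: 16-18 h seeding, 90 min dark compound exposure, 60 min detection. Detection: beta-gal luminescence. Evaluation: APJ–arrestin association signal. Controls: negative DMSO alone, positive Apelin-13 at 10 nM.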
TIM10 inh = inhibits growth of TIM10 yeast strain. S. cerevisiae TIM10 strain growth, BacTiter-Glo luminescence, 24 h. inhibition, % at 10 µM. 330,000 tested, 1.4% active. AID 463195;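 active = inhibition of 40% or more at the single tested concentration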;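 note: wild-type TIM10 isogenic control strain grown at permissive 25 °C; 0% = DMSO yeast wells and 100% = minimal medium wells without yeast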
NLRP3 yeast inh = NALP3 inhibition in yeast. inhibition, % at 10 µM. AID 2825. Yeast reconstituted NLRP3/ASC/caspase-1, beta-gal luminescence, 24 h. 330,000 tested, 0.39% active;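 active = inhibition of 50% or more; inactive = inhibition below 50%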;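 note: plate controls were induced DMSO wells for no effect and uninduced yeast grown without galactose for full effect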
UPR CHOP act = activators of apoptotic arm of unfolded protein response (CHOP). CHO-CHOP luciferase reporter, UPR activation, luminescence; percent of tunicamycin response over DMSO baseline. AID 449763. activation, % at 10 µM. 330,000 tested, 0.34% active;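 active = at 10 µM dose, activation of 40% or more, normalized to positive control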;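 note: 100% = tunicamycin at 10 µg/mL and 0% = DMSO alone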
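Assay system: CHO cells with stable CHOP pathway luciferase reporter; Buffer or medium: F12 plus 10% serum; Times: 16-18 h cell attachment, then 6 h compound exposure, 37 °C; Signal: luciferase luminescence; Read-out basis: percent activation relative to tunicamycin control; Control set: tunicamycin high control, DMSO low control.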
Active calls of the source: *; . = not tested or not shown.

SMILES	NR3A LBD binder	Mdm2 MdmX PPI	tim10-1 inh	XBP1 UPR activ	tim23-1 inh	APJ ag	TIM10 inh	NLRP3 yeast inh	UPR CHOP act
COC(=O)C1=C(N)Oc2cc(C)n(CCN3CCOCC3)c(=O)c2C1c1cccnc1 (stereo unspecified)	2	12	3	-2	2	-6	5	14	-1.7
CN(C)c1nc(OCCOC(=O)Nc2ccc(Cl)cc2Cl)nc(N(C)C)n1	1	18	42*	-2	30	-3	18	7	-0.1
O=C(NNS(=O)(=O)c1cc(Cl)c(Cl)cc1Cl)c1cccnc1	1	4	-14	-3	-8	-4	-11	-16	-0.2
COc1ccc(S(=O)(=O)N2CCN(C(=O)[C@@H]3CCC(=O)N3C3OC(=O)c4ccccc43)CC2)cc1 (stereo partly specified)	2	-25	2	0	-2	2	14	2	1.4
O=C(COc1cccc(C(F)(F)F)c1)N1CCN(c2ccccc2O)CC1	-1	-9	32	-2	32	-4	24	18	0.8
CCOc1ccccc1NC(=O)CN(c1nccs1)S(=O)(=O)c1ccc(N)cc1	0	1	21	0	8	1	12	6	-1.8
O=C(NCCc1c[nH]c2ccccc12)c1ccc(-n2cnnn2)cc1	13*	23	2	3	0	-1	-2	-1	-0.7
CC(C)(C)n1nc2c(c1NC(=O)C1CC(=O)N(c3ccc(Cl)cc3)C1)CS(=O)(=O)C2 (stereo unspecified)	-1	-2	-7	-7	7	6	11	18	1.4
CCCn1c(=O)c(C(=O)NNC(=O)c2ccccc2[N+](=O)[O-])c(O)c2ccccc21	.	42	13	-1	34	-6	17	14	-0.2
CCC1SC(=NC(=O)c2ccc(Cl)c(Cl)c2)NC1=O (stereo unspecified)	-1	-4	35	0	39	-1	29	-13	3.9
Cc1ccc(C(=O)c2oc3ccccc3c2NC(=O)c2cc(-c3cc(C)ccc3O)n[nH]2)cc1	22*	78*	11	60*	13	3	-14	14	10
CNC(=O)COc1ncnc2scc(-c3ccc(F)cc3)c12	-1	5	-8	4	-4	-3	-8	11	-1.3
COc1ccc(-c2cc(C(F)(F)F)n3nc(C(=O)O)nc3n2)cc1	4	1	17	-3	2	-3	-1	-5	1.6
COc1ccc(C)cc1NC(=O)CNC(=O)Cn1ccc2ccccc2c1=O	3	29	8	-2	-1	-17	7	1	-1.2
CCOc1ccccc1NC(=O)CCNS(=O)(=O)c1ccc2[nH]c(=O)oc2c1	-2	7	-6	-6	1	0	2	11	1.6
COCCCNC(=S)N1CCCN(c2nc3cc(C)ccc3cc2C#N)CC1	3	6	36	-3	36	-4	25	12	0.1
CC(C)C(=O)Nc1cc(C(F)(F)F)ccc1-n1ccnc1	-4	19	2	0	8	-3	-3	18	-1.0
COc1ccc(NC(=S)N2CCCN(Cc3cc(C)ccc3C)C2)cc1	-3	6	-7	-3	6	-1	8	13	-0.8
CN(C)c1ccc(/C=N/NC(=O)C(=O)/C=C2\NC3(CCCC3)Cc3ccccc32)cc1	-3	19	42*	2	42	-1	28	14	8.3
CCCSc1nc(NCc2ccco2)c2c3c(sc2n1)COC(C)(C)C3	-14	-26	33	2	36	0	6	-4	3.0
COc1cccc(C(=O)Nc2cc3c(cc2C(C)=O)OCCO3)c1	10	-36	-14	2	14	-3	4	17	3.5
COc1ccc(Cc2nnc(N=Nc3c(O)[nH]c4ccc(Br)cc34)[nH]c2=O)cc1	-3	-27	17	-1	13	-4	13	13	-2.2
O=C(Cn1nnc(-c2ccccc2NC(=O)c2cccs2)n1)Nc1ccccc1	22*	29	-23	1	-26	-4	-33	1	0.5
COc1ccc(N2C3=C(C(=O)CC(C)(C)C3)C(c3ccccc3OC)C3=C2CC(C)(C)CC3=O)cc1	-2	-3	9	7	34	2	15	15	-1.0

Reformatted: entries from further up
> CCOc1ccccc1NC(=O)CCNS(=O)(=O)c1ccc2[nH]c(=O)oc2c1
- NR3A LBD binder = -2
- Mdm2 MdmX PPI = 7
- tim10-1 inh = -6
- XBP1 UPR activ = -6
- tim23-1 inh = 1
- APJ ag = 0
- TIM10 inh = 2
- NLRP3 yeast inh = 11
- UPR CHOP act = 1.6
> CN(C)c1ccc(/C=N/NC(=O)C(=O)/C=C2\NC3(CCCC3)Cc3ccccc32)cc1
- NR3A LBD binder = -3
- Mdm2 MdmX PPI = 19
- tim10-1 inh = 42*
- XBP1 UPR activ = 2
- tim23-1 inh = 42
- APJ ag = -1
- TIM10 inh = 28
- NLRP3 yeast inh = 14
- UPR CHOP act = 8.3

The listing continues:
SMILES	NR3A LBD binder	Mdm2 MdmX PPI	tim10-1 inh	XBP1 UPR activ	tim23-1 inh	APJ ag	TIM10 inh	NLRP3 yeast inh	UPR CHOP act
NC(=O)C1CCN(c2ccnc3cc(Cl)ccc23)CC1	-1	-5	4	2	-2	0	-4	8	-0.2
COc1cccc(CNC(=O)CCc2nnc(C3CCCCC3)o2)c1	-1	16	7	-2	12	-1	4	11	-1.0
CCN1C(=O)CSC1=Nc1cccc(C(=O)O)c1	1	22	6	1	9	-1	-5	18	-1.0
COc1ccc(/C=N/N2CCN(c3ccc(Cl)cc3)CC2)cc1O	5	6	21	-1	30	-1	26	-26	2.4
Clc1ccc(SCc2cc(N3CCOCC3)nc(-c3ccccn3)n2)cc1	-2	31	21	9	3	-7	20	51*	10
CC(C)CCNC(=O)[C@H](Cc1ccccc1)N1Cc2ccccc2C1=O	-1	-19	15	-6	19	-4	32	8	-0.6
CC(NC(=O)c1ccco1)C(=O)N1CCc2ccccc2C1 (stereo unspecified)	-1	8	-20	-2	-15	-5	-37	13	-1.4
CCOC(=O)c1ccc(NC(=O)c2sc3nc4n(c(=O)c3c2C)CCC4)cc1	0	26	48*	-3	25	5	13	10	6.1
COc1ccc(CCNC(=O)c2coc3ccccc3c2=O)cc1	-21	-3	-12	-4	8	0	-17	20	0.8
CCCCc1nnc(NC(=O)CCS(=O)(=O)c2ccc(C)cc2)s1	2	57*	8	-3	11	-4	5	7	-1.8
CCN(CC(=O)Nc1ccc(NC(C)=O)cc1)C(=O)c1sc2nc3n(c(=O)c2c1C)CCC3	0	-11	-12	0	0	-2	4	12	-1.6
CC/C(=N/NC(=O)c1ccccc1O)c1c(C)[nH]n(-c2ccccc2)c1=O	3	17	30	6	10	1	-14	-7	2.8

11 compounds from above, ordered by count of non-hydrogen atoms, rising:
SMILES	NR3A LBD binder	Mdm2 MdmX PPI	tim10-1 inh	XBP1 UPR activ	tim23-1 inh	APJ ag	TIM10 inh	NLRP3 yeast inh	UPR CHOP act
CCN1C(=O)CSC1=Nc1cccc(C(=O)O)c1	1	22	6	1	9	-1	-5	18	-1.0
NC(=O)C1CCN(c2ccnc3cc(Cl)ccc23)CC1	-1	-5	4	2	-2	0	-4	8	-0.2
CC(NC(=O)c1ccco1)C(=O)N1CCc2ccccc2C1 (stereo unspecified)	-1	8	-20	-2	-15	-5	-37	13	-1.4
COc1ccc(/C=N/N2CCN(c3ccc(Cl)cc3)CC2)cc1O	5	6	21	-1	30	-1	26	-26	2.4
COc1cccc(CNC(=O)CCc2nnc(C3CCCCC3)o2)c1	-1	16	7	-2	12	-1	4	11	-1.0
CC(C)CCNC(=O)[C@H](Cc1ccccc1)N1Cc2ccccc2C1=O	-1	-19	15	-6	19	-4	32	8	-0.6
Clc1ccc(SCc2cc(N3CCOCC3)nc(-c3ccccn3)n2)cc1	-2	31	21	9	3	-7	20	51*	10
CCOC(=O)c1ccc(NC(=O)c2sc3nc4n(c(=O)c3c2C)CCC4)cc1	0	26	48*	-3	25	5	13	10	6.1
O=C(Cn1nnc(-c2ccccc2NC(=O)c2cccs2)n1)Nc1ccccc1	22*	29	-23	1	-26	-4	-33	1	0.5
CCN(CC(=O)Nc1ccc(NC(C)=O)cc1)C(=O)c1sc2nc3n(c(=O)c2c1C)CCC3	0	-11	-12	0	0	-2	4	12	-1.6
COc1ccc(N2C3=C(C(=O)CC(C)(C)C3)C(c3ccccc3OC)C3=C2CC(C)(C)CC3=O)cc1	-2	-3	9	7	34	2	15	15	-1.0

The list goes on:
SMILES	NR3A LBD binder	Mdm2 MdmX PPI	tim10-1 inh	XBP1 UPR activ	tim23-1 inh	APJ ag	TIM10 inh	NLRP3 yeast inh	UPR CHOP act
Cc1cc(=O)[nH]c(SCC(=O)Nc2ccc(Cl)cn2)n1	-1	11	-9	-5	1	-4	-20	2	-0.3
CCOC(=O)C1=C(C)N(C)C(C)=C(C(=O)OCC)C1c1ccccn1	-1	-9	23	0	25	11	12	-7	1.8
O=C(O)c1ccccc1C(=O)Nc1ccc(S(=O)(=O)Nc2nccs2)cc1	0	17	15	-3	-5	0	7	3	-1.6
COc1ccc2[nH]c(=S)cc(C)c2c1	4	-25	8	-3	22	7	17	8	1.3
COc1ccc(CN2CCCC(C(=O)N3CCCCC3)C2)c(OC)c1 (stereo unspecified)	-2	15	3	-4	8	-1	0	23	2.2
C=C[C@]1(C)C=C2CC[C@H]3[C@@](C)(CCC[C@@]3(C)C(=O)O)[C@@H]2CC1	-6	0	23	-1	44	-1	9	23	0.2
O=[N+]([O-])c1cccc(-c2csc(Nc3ccccc3)n2)c1	30*	-80	50*	-1	86*	-2	64*	0	4.3
Oc1c(CN2CCc3ccccc3C2)cc(Cl)c2cccnc12	-6	70*	35	21	56*	-3	43*	28	86*
Cn1c(COc2ccc(F)cc2)nnc1SCC(=O)NC1CC1	-1	10	0	-4	4	0	3	9	-1.0
CSCCC1NC(=O)N(CC(=O)Nc2cc(C)on2)C1=O (stereo unspecified)	2	-24	4	0	7	-1	1	11	0.9
CCS(=O)(=O)N1CCN(C(C)CCc2ccccc2)CC1 (stereo unspecified)	0	6	13	-1	-9	-2	-3	11	-0.7
Cc1cc(N2CCCCCC2)nc2ccc(F)cc12	5	14	-20	-1	-4	-3	-7	43	1.7
O=C(CCc1ccc(S(=O)(=O)N2CCOCC2)cc1)Nc1c(F)cccc1F	-2	16	-1	3	-5	-3	2	2	0.3
Cc1nc2ccccc2nc(C)c1=NOCc1ccc(C#N)cc1	-1	-6	5	2	30	2	-6	30	-1.6
Cc1ccc(/C=C2\SC(=O)N(CCC(=O)N3CCN(C)CC3)C2=O)cc1	2	-5	23	1	19	-1	-8	-13	4.0
Cc1ccc(S(=O)(=O)C2C(=O)N(C)C3(C)CC2c2ccccc2O3)cc1 (stereo unspecified)	2	-2	6	-2	1	-2	-13	7	-0.1
O=C(Cc1cccs1)Nc1cc(SCCO)cc([N+](=O)[O-])c1	-5	-22	9	-1	8	4	-1	13	-3.4
O=C(O)COc1ccc(Br)cc1/C=C1/SC(=O)N(CC(=O)N2CCCC2)C1=O	0	-14	16	-3	-1	-2	2	11	-1.5
COc1ccc(Cl)cc1NC(=O)C(C)N(C)Cc1ccc(C(F)(F)F)cc1 (stereo unspecified)	6	-2	8	1	13	0	14	-5	4.3
